# High-throughput results from PubChem.
# TLR9-MyD88 inh = blocks human TLR9 binding to MyD88. Q9NR96+Q99836. CHO BLA complementation TLR9-MyD88, CCF4 FRET ratio. inhibition, % at 4.98 µM. 340,000 tested, 0.21% active. AID 504734;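 active = inhibition above the mean over all tested compounds plus 3 SD, cut at about 21% in these data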;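 note: 0% = DMSO only wells and 100% = clavulanate BLA inhibitor control wells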
# SRC2 inh = human SRC2 (NCOA2) inhibition; Q15596; HEK293 GAL4-SRC2 luciferase reporter, luminescence; inhibition, % at 9 µM; 370,000 tested, 0.17% active; AID 651957;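 active = inhibition above the mean inhibition of all tested compounds plus 3 SD, set per campaign, cut at about 52% in these data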;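 note: 0% = DMSO treated cells and 100% = cells given Gossypol at 36 µM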
# MC4R ag barr = activates human MC4R beta-arrestin recruitment. U2OS MC4R beta-arrestin complementation, luminescence; percent of melanotan II response, DMSO zero. P32245. 360,000 tested, 0.98% active. activation, % at 8.9 µM;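 active = activation above a per-plate cutoff, the mean activation of sample wells on that plate plus 3 SD, cut at about 8% in these data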
# MC4R antag cAMP = blocks human MC4R cAMP signaling. P32245. MC4R-expressing cells, MTII-stimulated cAMP, LANCE TR-FRET. inhibition, % at 6.5 µM. 360,000 tested, 0.48% active. AID 540295;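 active = inhibition above its plate's cutoff, the mean of tested wells on that plate plus 3 SD, cut at about 29% in these data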;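 note: 0% = Melanotan II alone and 100% = Melanotan II plus saturating MCL0020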
#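 System: U2OS-MC4R stable cell line; Technique: Eu-cAMP/anti-cAMP TR-FRET, emission 671 nm; Repeats: single well per compound; Also added: Melanotan II; Dosing: one concentration, 6.5 µM nominal; Schedule: 30-min compound, 1-h challenge, 1-h detection, room temperature.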
# LRH-1 inv ag = suppresses constitutive activity of human LRH-1. AID 602396. O00482. HEK293T StAR-luciferase reporter, LRH-1 transfected, 24 h. inhibition, % at 3.6 µM. 360,000 tested, 0.13% active;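 active = inhibition above the mean inhibition of all tested compounds plus 3 SD, cut at about 73% in these data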;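 note: 0% = DMSO wells and 100% = reporter-only cells lacking LRH-1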
# Target sequence (O00482 whole entry, looked up): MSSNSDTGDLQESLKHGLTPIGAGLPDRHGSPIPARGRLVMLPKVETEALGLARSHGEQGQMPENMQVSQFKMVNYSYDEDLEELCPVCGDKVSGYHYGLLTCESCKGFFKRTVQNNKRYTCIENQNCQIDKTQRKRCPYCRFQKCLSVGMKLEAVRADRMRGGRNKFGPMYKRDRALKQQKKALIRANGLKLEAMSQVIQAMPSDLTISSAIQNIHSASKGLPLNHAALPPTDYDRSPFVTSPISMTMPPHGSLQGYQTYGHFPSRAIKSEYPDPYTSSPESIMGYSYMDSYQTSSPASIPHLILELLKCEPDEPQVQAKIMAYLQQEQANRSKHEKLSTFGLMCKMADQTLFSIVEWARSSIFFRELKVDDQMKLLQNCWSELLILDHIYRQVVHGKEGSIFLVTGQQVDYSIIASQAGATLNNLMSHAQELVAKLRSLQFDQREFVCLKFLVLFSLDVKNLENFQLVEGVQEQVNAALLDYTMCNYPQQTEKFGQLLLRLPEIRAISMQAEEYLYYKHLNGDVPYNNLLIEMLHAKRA
# SRC3 inh = inhibitors of human steroid receptor coactivator 3 (SRC3); AID 588352; HEK293 GAL4-SRC3 luciferase reporter, luminescence; inhibition, % at 3.6 µM; 360,000 tested, 0.17% active; Q9Y6Q9;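 active = inhibition above a per-campaign cutoff, the mean of all compounds plus 3 SD, cut at about 60% in these data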;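 note: 0% = DMSO-treated cells and 100% = gossypol-treated cells at 36 µM; higher means less SRC3-driven luciferase light from the GAL4 reporter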
# EBV LMP1 NFkB = inhibitors of Epstein-Barr LMP1-induced NF-kappaB reporter; inhibition, % at 12.5 µM; AID 504558; LMP1-induced NF-kappaB luciferase reporter cells, luminescence; 350,000 tested, 0.69% active; in the data active = inhibition above about 41%;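 note: 0% = neutral control wells and 100% = reference inhibitor control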
# SRC1 inh = inhibits human SRC1 coactivator | HEK293 GAL4-SRC1 luciferase reporter, luminescence | inhibition, % at 3.6 µM | 360,000 tested, 0.12% active;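 active = inhibition above the campaign mean plus 3 SD, with each screening campaign given its own cutoff, cut at about 60% in these data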;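 note: 0% = DMSO treated cells and 100% = gossypol at 36 µM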
# NR2F2 inh = NR2F2 (human) inhibition, primary screen. P24468. HEK293T NGFI-A luciferase reporter, luminescence. inhibition, % at 8.6 µM. 370,000 tested, 0.7% active;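 active = inhibition above a per-plate cutoff, mean inhibition of test wells between control levels plus 3 SD, cut at about 38% in these data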;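 note: cells cotransfected with COUP-TFII expression vector driving the NGFI-A reporter; 0% = median of COUP-TF2 test wells and 100% = reporter-only cells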
# ABHD5 PLIN5 PPI = inhibitors of human ABHD5-perilipin-5 interaction. Q00G26+Q8WTS1. Split G. princeps luciferase complementation, luminescence, 4 h. inhibition, % at 4 µM. 360,000 tested, 0.78% active. AID 602281;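 active = inhibition above the mean inhibition across every tested compound plus 3 SD, cut at about 22% in these data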;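 note: 0% = DMSO only wells and the 100% control is not disclosed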
# NOD2 RIPK2 PPI = blocks binding of human NOD2 to RIPK2. O43353. CHO BLA complementation NOD2-RIPK2, CCF4 ratio. inhibition, % at 4.98 µM. 360,000 tested, 0.38% active. AID 624267; in the data active = inhibition above about 21%;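 note: 0% = vehicle only and 100% = reference blocker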
# Target sequence (O43353 whole entry, looked up): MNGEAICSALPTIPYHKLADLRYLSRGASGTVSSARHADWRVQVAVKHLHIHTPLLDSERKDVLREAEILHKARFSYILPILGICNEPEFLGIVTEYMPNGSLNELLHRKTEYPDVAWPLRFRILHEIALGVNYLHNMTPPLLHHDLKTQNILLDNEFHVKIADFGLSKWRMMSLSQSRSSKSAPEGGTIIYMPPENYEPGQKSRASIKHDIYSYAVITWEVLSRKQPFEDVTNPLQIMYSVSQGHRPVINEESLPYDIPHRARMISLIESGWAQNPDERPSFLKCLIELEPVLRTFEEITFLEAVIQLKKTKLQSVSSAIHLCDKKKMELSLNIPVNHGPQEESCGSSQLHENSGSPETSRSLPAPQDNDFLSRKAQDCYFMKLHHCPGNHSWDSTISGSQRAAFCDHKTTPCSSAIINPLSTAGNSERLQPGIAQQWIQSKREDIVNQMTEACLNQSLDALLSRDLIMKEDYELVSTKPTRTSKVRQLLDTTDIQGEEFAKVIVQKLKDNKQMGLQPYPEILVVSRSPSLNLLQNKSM
# * marks the source's active call; other numbers are inactive results; . = no result given. Not all compounds are listed, so the mix of outcomes need not match the whole.
TLR9-MyD88 inh	SRC2 inh	MC4R ag barr	MC4R antag cAMP	LRH-1 inv ag	molecule	SRC3 inh	EBV LMP1 NFkB	SRC1 inh	NR2F2 inh	ABHD5 PLIN5 PPI	NOD2 RIPK2 PPI
-3	-11	-1.6	0	9	Cc1c2c(n3c(nc4ccccc43)c1C#N)N(CCCN(C)C)CC2	11	-8	-2	-4	-9	-4
7	-27	-2.0	5	2	O=S(=O)(NC(=NC1CCCCC1)c1ccccc1)c1ccccc1	18	-3	-2	-32	3	-1
0	-25	3.9	18	-2	O=S1(=O)CCOC[C@H](Cc2ccccc2)N1Cc1ccccc1	-4	5	0	-6	2	9
-19	-2	3.3	21	-14	CCn1c(CNc2ccc(Cl)cc2)nnc1SCc1ccc(Cl)cc1	3	2	13	2	8	-2
1	-13	-1.7	1	-2	CN1CCN(C(=O)N2c3ccccc3C=Cc3ccccc32)CC1	-5	-1	-2	10	7	5
-7	-80	-2.1	24	-47	O=C(Nc1ccccc1F)c1ccc(CSc2ccccc2)o1	-25	-6	-19	-16	-2	-5
3	-17	-0.7	5	2	O=C(O)COCC(=O)NCc1csc2ccc(Cl)cc12	26	-4	12	-13	1	12
5	-23	1.7	-1	-51	Cc1ccc(Nc2nc(-c3sc(N)nc3C)cs2)cc1	-29	-55	-24	-21	-12	1
-4	-10	1.1	4	-20	NC(=O)C1(N2CCCCC2)CCN(C(=O)c2ccccc2)CC1	2	-3	0	4	-3	-12
2	-8	3.6	18	-64	Cc1ccc(C(=O)CSc2cnc3ccccc3n2)cc1C	38	-6	31	25	-11	2
-12	-8	-0.3	12	23	COc1cc(C(=O)NC(=S)Nc2nccs2)cc(OC)c1OC	19	-4	-19	-4	5	-4
6	-13	-1.7	-9	-5	O=C(COc1ccccc1Cl)NNC(=O)Cn1[nH]c(=O)c2ccccc2c1=O	-21	0	-15	8	0	-8
2	-10	0.7	17	5	O=C(c1ccccc1)c1ccccn1	8	0	1	-4	-11	2
-12	2	4.2	-9	-11	CCc1ccc(NSc2ccccc2[N+](=O)[O-])cc1	-18	2	10	2	-8	-1
.	-19	-0.5	-8	-5	COc1ccc(CC(=O)NNC2=Nc3cccc4cccc2c34)cc1	11	-12	-6	9	4	-13
-10	-18	-2.0	-4	17	C=CCN1C(=O)c2ccc(C(=O)OCC(=O)Nc3ccccc3OC)cc2C1=O	-18	1	-6	-12	-1	-10
0	-17	-0.2	15	3	Nc1ccc(NC(=O)c2ccc(C(=O)Nc3ccc(N)cc3)cc2)cc1	-3	2	-15	0	0	-1
1	26	0.1	7	-22	CCc1ccc(OC)c(S(=O)(=O)NCCOc2ccccc2)c1	-7	2	-5	-8	-6	-1
.	-6	1.5	5	2	CC(C)Oc1cc(F)ccc1-c1cc(C(=O)NCCc2ccncc2)[nH]n1	15	.	0	3	0	3
.	21	.	.	-24	CCOC(=O)C1=CCN(S(=O)(=O)c2ccc(C)cc2)C1c1ccc(Cl)c(Cl)c1 (stereo not given)	6	.	10	34	-5	-4
4	-14	0.9	-7	7	O=C(N/N=C(\c1ccccc1)c1cccnc1)C(O)(c1ccccc1)c1ccccc1	-27	-9	7	0	5	-6
3	.	0.8	7	-14	Cc1ccc(/C=C2/Sc3ccccc3N(CC(=O)NCC3CCCO3)C2=O)cc1 (stereo not given)	4	11	8	.	0	-1
-5	0	1.4	13	8	O=C(CSc1ccc2ccccc2n1)Nc1nsc(-c2ccc(Cl)cc2)n1	12	3	8	5	-1	-5
-4	-68	0.6	5	0	CCCCC(=O)NCCc1ccc(OC)cc1	-33	1	-4	-32	-2	-9
8	-20	-0.1	11	-38	O=[N+]([O-])c1ccc(-c2cn3c(n2)CCC3)cc1	-28	-13	-28	-20	-6	0
5	-20	-1.3	3	6	CC(C)(C)NS(=O)(=O)c1ccc(CCC(=O)NCc2ccco2)cc1	14	-9	-5	12	10	-2
4	-35	-1.0	-5	9	O=C(O)c1ccc(Nc2nc(-c3cccnc3)cs2)cc1O	1	4	4	-9	11	-7
.	20	1.0	16	43	O=C(CSc1nc2cccc(F)c2c(=O)n1-c1ccccc1)Nc1ccc2c(c1)CCC2	-23	.	-26	-16	-5	-4
-6	7	4.6	10	-21	O=C(Oc1cccc(Nc2ncnc3ccccc23)c1)c1ccccc1Cl	4	11	-11	22	5	0
-9	13	0.6	12	12	CCS(=O)(=O)N1CCN(c2ccc(S(=O)(=O)N3CCOCC3)cc2)CC1	-3	3	-15	-4	1	-2
1	-20	-0.6	-3	11	Cn1ccnc1SCC(=O)Nc1ccc2c(c1)COC2=O	-20	-5	-4	-10	2	-12
14	-3	-0.4	8	2	O=C(CN1CCN(Cc2ccccc2)CC1)Nc1ccc(Cl)cc1	-8	1	-6	9	-2	3
-13	-18	-1.5	2	-10	COc1ccc(OC)c(NC(=O)C(=O)NNC(=O)c2cccs2)c1	5	-8	4	11	1	-20
1	8	-1.4	1	-4	NC(=O)COC(=O)CCCc1c[nH]c2ccccc12	6	5	-29	4	1	1
.	-47	0.7	-2	-21	Cc1cc(O)ccc1-c1cc(C(=O)NCc2ccc(F)cc2)[nH]n1	10	.	9	-6	-1	-2
9	7	-2.0	15	3	CC(C)C[C@H](NC(=O)Nc1cccc(C(F)(F)F)c1)C(=O)O	20	-4	9	4	-5	3
5	.	-1.9	19	-4	COC(=O)c1ccccc1NC(=S)NC(NC(=O)c1ccco1)C(Cl)(Cl)Cl (stereo not given)	10	-3	6	.	-9	-1
6	-54	-1.4	-5	-123	O=C(Nc1nccs1)c1ccc(Br)cc1	-85	-9	-93	-15	-11	-1
9	-16	-0.4	1	-31	Cc1onc(-c2ccccc2)c1C(=O)Nc1ccc(S(=O)(=O)N2CCCCC2)cc1	3	0	9	-22	5	7
-3	26	-0.9	8	16	CC(=O)c1cccc(NC(=O)N2C3CCC2CC(O)(c2cccnc2)C3)c1 (stereo not given)	3	-6	7	0	-5	-3
-9	-18	-1.6	13	1	Cn1cc(/C=N/NC(=O)c2ccc(C#N)cc2F)c2ccccc21	6	-2	-9	-13	2	1
5	-9	-2.1	15	14	COc1ccc(OC)c(NC(=O)Cn2cc(C#N)c3ccccc32)c1	15	-8	-15	21	3	5
0	-12	-1.5	15	63	O=C(Nc1cccc2ncccc12)c1ccc([N+](=O)[O-])o1	-1	-28	0	-15	-4	4
2	9	2.2	-8	0	Cc1ccc(O)c(C(CC(=O)NC(C)C)c2ccccc2)c1 (stereo not given)	4	-7	6	-25	7	4
-5	-10	-0.2	-1	-10	CC1CCN(CC(=O)c2cccs2)CC1	-22	-8	-49	-5	-5	-6
1	23	-1.1	0	11	COc1ccc(S(=O)(=O)NNC(=O)c2cc3cc4ccccc4nc3s2)cc1	18	-1	2	9	0	6
-5	1	-1.8	-2	5	CSc1ccccc1OCc1cc(C(=O)NC(C)Cn2cncn2)no1 (stereo not given)	9	1	-2	3	-2	12
-18	-9	1.2	15	2	Cc1ccc(S(=O)(=O)NCC(=O)OCC(=O)N2CC(C)OC(C)C2)cc1 (stereo not given)	-11	-1	-6	-19	2	-5
6	1	-0.9	5	6	COc1cc2cc(CCOC(=O)c3ccc(C#N)cc3)oc(=O)c2cc1OC	-13	-6	-2	6	-6	-1
4	11	-1.4	3	-17	Cc1ccccc1CC1(CO)CCCN(C(=O)c2ccccc2N(C)C)C1 (stereo not given)	9	4	-15	14	-5	-8

# Next compounds follow.
TLR9-MyD88 inh	SRC2 inh	MC4R ag barr	MC4R antag cAMP	LRH-1 inv ag	molecule	SRC3 inh	EBV LMP1 NFkB	SRC1 inh	NR2F2 inh	ABHD5 PLIN5 PPI	NOD2 RIPK2 PPI
-3	-19	1.1	8	7	COC(=O)C1CCN(C(=O)N2CCOCC2)CC1	-11	3	-16	7	11	-9
6	.	-0.1	17	7	CC(C)c1nc(SCc2c(F)cccc2Cl)c2c(=O)n(C)c(=O)n(C)c2n1	0	-14	1	.	-2	5
0	-43	-1.1	10	-16	CCOc1ccc(C(=O)Nc2ccc(CN3CCOCC3)cc2)cc1Cl	-11	4	-16	-7	0	-2
1	-5	2.6	1	16	C=CCn1sc(=N)c(C#N)c1N	16	5	-2	5	-5	1
1	-3	-0.8	-16	5	O=C(CN1C(=O)S/C(=C\c2cccs2)C1=O)Nc1ccc(O)cc1C(=O)O	-4	-12	1	-6	0	-10
8	10	-0.3	7	9	COc1cc(C(=O)OCC(C)=O)c([N+](=O)[O-])cc1OC	7	4	-15	-1	-3	-7
-9	1	0.9	1	15	Cc1cc(N2CCN(Cc3nc(-c4ccc(F)cc4)oc3C)CC2)cc(C)n1	-1	-3	0	8	5	-13
-3	-2	4.2	-1	12	CCNC(=S)NNC(=O)Cc1ccccc1	17	6	-16	7	0	10
3	-6	-1.8	2	7	N#Cc1c[nH]n2c(=O)c3c(nc12)CCC3	6	-10	-5	16	5	0
22*	51	-2.6	51*	-3	CC(C)c1nnc(NC(=O)c2nc(S(=O)(=O)Cc3ccccc3)ncc2Cl)s1	-47	11	-81	-18	35*	26*
-2	-12	0.5	-1	12	O=c1nc2ccccn2c2ccc(S(=O)(=O)N3CCCCC3)cc12	-5	-2	7	-18	-3	4
-2	20	-1.1	-2	7	Nc1nsc2ccccc12	13	-19	6	-13	45*	6
.	-5	2.5	10	10	CC(=O)Nc1ccc(CN(C)c2c(C)nc3ccc(C(=O)N4CCN(C(C)=O)CC4)cn23)cc1	-3	.	-16	9	-7	-2
-1	-9	1.6	7	-18	NC1=NC(=Nc2ccc(Cl)cc2)c2ccccc21	17	-37	5	7	1	-6
-5	-11	-1.5	-5	-2	CC1CC(C)CN(C(=O)C(Cc2ccccc2)NC(=O)c2ccccc2)C1 (stereo not given)	-3	-2	8	1	11	4
-10	-28	0.2	9	2	Cc1ccc(CO/N=C/c2c(O)cc(C)oc2=O)cc1	10	-4	5	-8	-1	-2
-5	-2	-0.3	2	-6	CC(C)N(CCc1ccncc1)C(=O)Nc1ccc(Cl)c(Cl)c1	2	4	-9	-14	-1	4
-2	0	0.1	21	-6	O=C1N(Cc2cccnc2)C[C@@H]2C[C@@H](c3ccc(C(F)(F)F)cc3)N3CCC[C@@]123	12	3	-1	19	-5	-3
1	-44	-0.9	0	7	CCn1c(C)[n+](CC)c2ccc(S(=O)(=O)NC)cc21	5	-2	-12	-3	-3	7
10	4	0.3	2	-9	Cc1cc2cc(C)c3nnc(SCC(=O)Nc4ccc(S(=O)(=O)N5CCCCC5)cc4)n3c2cc1C	2	-13	0	9	-1	-15
-1	-27	-3.5	4	-6	Cc1ccc(C(=O)C2CCN(S(=O)(=O)c3ccccc3C(=O)O)CC2)cc1	8	1	-3	-12	-6	7
